Assay outcomes as filed in PubChem BioAssay.
NCI-60 one-dose screen, 48 h, at 10 µM unless noted. Numbers give growth in % (100 = growth as untreated, 0 = no growth, -100 = all killed).
OVCAR-3: OVCAR-3 ovarian cancer | actives 7% (n = 79,000) | AID 1794787
OVCAR-4: OVCAR-4 ovarian cancer cells. actives 3.7% (n = 80,000). AID 1794784
PC-3: PC-3 prostate cancer cells | actives 3.9% (n = 80,000)
OVCAR-5: OVCAR-5 ovarian cancer. actives 2.9% (n = 82,000)
IGROV1: IGROV1 ovarian cancer; AID 1794786; actives 4.7% (n = 79,000)
OVCAR-8: OVCAR-8 ovarian cancer; actives 4.4% (n = 81,000)
DU-145: DU-145 prostate cancer; actives 4.2% (n = 81,000)
SK-OV-3: SK-OV-3 ovarian cancer cells; actives 3.2% (n = 80,000); AID 1794785
Numbers without * were called inactive; x = not tested or not shown; [ ] = remark or other dose. How the source made its calls: active means growth percent below 10; inactive means the rest. Outcome played no part in choosing rows; about 10% have a hit in one of these screens.

mol,OVCAR-3,OVCAR-4,PC-3,OVCAR-5,IGROV1,OVCAR-8,DU-145,SK-OV-3
CCCC1=C(C(=O)OCC)C(c2ccc(OC)cc2)NC(=O)N1 (stereo unspecified),101,104,82,91,104,103,106,107
COc1cccc2cc(-c3cc4ccccc4[nH]3)/c(=N\NC(=O)c3ccc(Cl)cc3)oc12,15,9.8*,35,49,26,21,48,40
COc1cc(NCCCCN=C(N)N)c2ncccc2c1,8.5*,-99*,79,87,57,61,108,88
CC1=C2C(=O)C[C@]2(C)[C@H]2C[C@@](C)(CO)C[C@H]2[C@@H]1O,112,100,102,106,102,104,110,105
O=C1CN2CCC1C/C2=C\c1ccnc2c(Cl)cccc12 (stereo unspecified),123,94,x,103,95,99,111,94
O=C(Cc1ccccc1Nc1c(Cl)cccc1Cl)N/N=C/c1sc(=S)[nH]c1O,83,74,72,109,96,92,103,110
OCCN(CCCCN(CCO)Cc1ccccc1)Cc1ccccc1,103,x,82,96,96,94,103,105
COC(=O)CC[C@H](C)[C@H]1CC[C@H]2[C@@H]3CC[C@@H]4CC5(CC[C@]4(C)[C@H]3CC(=O)[C@]12C)Nc1ccccc1NC5=NC(C)(C)C (stereo partly specified),76,57,56,89,94,88,90,97
Cc1ccc(-c2cc(-c3ccccc3)[nH]c(=O)c2C#N)s1,105,91,97,105,88,98,102,104
C#CCN=C[C@]12CCC(C)(C)C[C@H]1C1=CC[C@@H]3[C@@]4(C)CCC(=O)C(C)(C)[C@@H]4CC[C@@]3(C)[C@]1(C)CC2,105,98,85,106,117,99,98,100

Continuation.
mol,OVCAR-3,OVCAR-4,PC-3,OVCAR-5,IGROV1,OVCAR-8,DU-145,SK-OV-3
O=S(=O)(O)c1nc(-c2ccccc2)c(-c2ccccc2)[nH]1,92,116,99,96,107,109,99,112
C=CCn1c(SCC(=O)Nc2ccc(C(=O)/C=C/c3ccc(Cl)cc3)cc2)nnc1-c1ccccc1,90,85,75,95,89,102,94,98
O=C(CCl)OCc1ccc([N+](=O)[O-])o1,122,105,x,102,114,97,115,105
COc1cc(-c2cc(-c3ccc(Nc4ncnc5cc(Cl)ccc45)cc3)nc(N3CCN(C)CC3)n2)cc(OC)c1OC,105,59,82,103,81,35,99,114
COc1ccc2oc(=O)cc(C3C(C#N)=C(N)Oc4cc(O)ccc43)c2c1 (stereo unspecified),98,99,106,103,104,101,103,98
COc1ccc(Nc2nnc(-c3c[nH]c4ccccc34)o2)cc1,94,85,79,103,61,86,96,74
Cc1cc2cccnc2c2ncccc12,34,14,47,46,29,13,21,1.6*
COc1ccc(-c2nc3ccc(-c4nnc(SCC(=O)Nc5ccc(/C(C)=N\O)cc5)o4)cc3[nH]2)cc1,63,83,44,113,70,55,72,80
CC(=O)c1[nH]c(Sc2ccccc2)c2ccccc12,85,80,38,110,63,78,96,86
COc1ccc(/C=C/C(=O)c2ccc(NC(=O)c3ccccc3CN3C(=O)c4ccccc4C3=O)cc2)cc1,78,80,71,101,74,77,92,88

Additional entries follow:
mol,OVCAR-3,OVCAR-4,PC-3,OVCAR-5,IGROV1,OVCAR-8,DU-145,SK-OV-3
CC1=C2[C@@H](CC1)[C@]1(C)O[C@@](C(C)C)(C[C@H]1OC(=O)[C@H](C)N)[C@H]2OC(=O)/C=C/c1ccccc1,107,115,78,97,95,93,105,98
O=C(CCCCCCN1CC(=O)N2[C@@H](c3ccc(Cl)s3)c3[nH]c4ccccc4c3C[C@H]2C1=O)NO,x,65,47,39,-21*,39,58,79
CC(C)CNc1nc(-c2ccc(Cl)cc2)n2ncc(C#N)c2n1,107,109,101,110,99,86,105,82
CO[C@@H]1CSSC1Cn1nc(-c2ccc(Oc3ccccc3)cc2)c2c(N)ncnc21 (stereo partly specified),56,53,44,63,53,76,50,2.0*
BrCC(Br)C1OCCCO1 (stereo unspecified),120[100 µM],96[100 µM],100[100 µM],113[100 µM],105[100 µM],110[100 µM],111[100 µM],112[100 µM]
C[n+]1c2ccccc2c(-c2ccccc2)c2ccccc21,68,76,35,x,80,20,74,77
COc1ccccc1-c1c(-c2ccccc2)c[nH]c1C(=O)O,106,95,93,103,98,96,105,104
COc1ccc2c(c1OC)C(=O)O[C@@H]2[C@H]1c2c(c(C#CC#Cc3ccc(F)c(F)c3)c3c(c2OC)OCO3)CCN1C,104,100,51,96,90,88,103,76
O=C(Nc1cccc(-c2nc(-c3ccc(NC(=O)c4cccs4)cc3Cl)no2)c1)Nc1ccc(NC(=O)C2CC2)c(C(F)(F)F)c1,-54*,-81*,-56*,-15*,-40*,2.1*,-13*,-31*
COc1cc(-c2cn(-c3ccc(/C=C/C(=O)c4cc(-c5cccc(Cl)c5)ccc4O)cc3)nn2)cc(OC)c1OC,135,92,78,112,109,88,106,113

Further records
mol,OVCAR-3,OVCAR-4,PC-3,OVCAR-5,IGROV1,OVCAR-8,DU-145,SK-OV-3
Cc1ccc2c(Cn3cc(COc4ccc5c(c4)NC(=O)CC5)nn3)cc(=O)oc2c1,98,91,89,109,93,92,90,110
Cc1ccc(S(=O)(=O)Oc2ccc(Br)cc2)cc1,95,81,77,88,93,93,108,110
Cc1ccc(-c2nc(N3CCN(CC(=O)Nc4ccc(Cl)cc4)CC3)c3ccccc3n2)cc1,98,96,81,94,96,92,89,94
Clc1ccc(CNc2c3ccccc3nc3ccccc23)cc1,51,33,39,50,32,32,55,60
CCOC(=O)c1sc(NC(=O)COc2cccc(/C=C3\CCc4cc(OC)ccc4C3=O)c2)nc1C,38,73,49,98,x,73,x,99
Fc1ccc(-c2nc(-c3nc4ncccc4[nH]3)cc3c2[nH]c2ccccc23)cc1F,82,60,73,94,62,67,49,111
COc1ccc(C(=O)/C=C/Nc2cccc(S(N)(=O)=O)c2)cc1,x,101,102,105,108,98,102,120
CCC1C(=O)NN(C(=O)CSc2nc3sc(C(N)=O)c(C)c3c(=O)n2Cc2ccccc2)C1=O (stereo unspecified),117,103,98,122,109,99,100,104
CCC(C)CCC=C(C)C (stereo unspecified),111,112,102,109,109,105,109,115
O=C(NS(=O)(=O)c1ccccc1)n1ccc2c(Cl)ccnc21,133,x,102,104,97,106,116,108

Some of the entries so far, with two lines to a compound.
Results follow in this order: OVCAR-3	OVCAR-4	PC-3	OVCAR-5	IGROV1	OVCAR-8	DU-145	SK-OV-3
Cc1ccc(S(=O)(=O)Oc2ccc(Br)cc2)cc1
  95	81	77	88	93	93	108	110
Clc1ccc(CNc2c3ccccc3nc3ccccc23)cc1
  51	33	39	50	32	32	55	60
CCOC(=O)c1sc(NC(=O)COc2cccc(/C=C3\CCc4cc(OC)ccc4C3=O)c2)nc1C
  38	73	49	98	x	73	x	99
CCC1C(=O)NN(C(=O)CSc2nc3sc(C(N)=O)c(C)c3c(=O)n2Cc2ccccc2)C1=O (stereo unspecified)
  117	103	98	122	109	99	100	104
Cc1ccc(-c2nc(N3CCN(CC(=O)Nc4ccc(Cl)cc4)CC3)c3ccccc3n2)cc1
  98	96	81	94	96	92	89	94

(listing goes on)
mol,OVCAR-3,OVCAR-4,PC-3,OVCAR-5,IGROV1,OVCAR-8,DU-145,SK-OV-3
CCc1nc2c(cnn2-c2ccccc2)c(=O)[nH]1,95,105,94,98,85,100,102,96
O=C(CC(c1ccccc1)C(C(=O)O)C(=O)O)c1ccccc1 (stereo unspecified),107,101,100,108,98,107,106,96
O=C(/C(=C/c1ccc(Cl)cc1)Cc1nc2ccccc2[nH]1)c1nc2ccccc2[nH]1,107,106,x,96,117,104,105,103
CC1=N/C(=C/c2ccccc2)C(=O)O1,107,x,91,100,108,94,106,115
COc1cc(-c2nc3sc(C4CC4)nn3c2-c2ccc(F)cc2)cc(OC)c1OC,92,79,x,92,89,81,99,99
NC(=O)c1cccc(NC(=O)C2CCCO2)c1 (stereo unspecified),111,102,103,106,112,98,106,119
CN(Cc1ccccc1)c1nc(Cl)c(C2CC(c3ccc(F)cc3)=Cc3[nH][nH]c(=O)c32)s1 (stereo unspecified),102,113,95,104,107,109,109,93
COc1ccc([C@@H]2c3[nH]c4ccccc4c3CC3C(=O)N(C4CCN(Cc5c(F)cccc5F)CC4)CC(=O)N32)c(OC)c1 (stereo partly specified),64[5.26 µM],69[5.26 µM],35[5.26 µM],77[5.26 µM],40[5.26 µM],73[5.26 µM],71[5.26 µM],x
Oc1ccc(Cl)cc1Sc1cc(Cl)ccc1O,77,70,90,100,x,91,99,106
CC(NC(=O)/C(Cc1ccccc1)=N\O)c1ccccc1 (stereo unspecified),99,94,86,104,116,111,101,99

Continuation:
mol,OVCAR-3,OVCAR-4,PC-3,OVCAR-5,IGROV1,OVCAR-8,DU-145,SK-OV-3
COc1cc2cc(Sc3ccc(NC(=O)c4cccc(C(F)(F)F)c4)cc3)c(C)nc2cc1OC,94,91,82,100,92,103,111,85
C=C(C)[C@@H]1CC[C@]2(CN)CC[C@]3(C)[C@H](CC[C@@H]4[C@@]5(C)CCC(N)[C@@](C)(CO)[C@@H]5CC[C@]43C)[C@@H]12 (stereo partly specified),-76*,-4.7*,6.4*,48,67,-73*,-38*,-81*
CCN(CC)CCCCCCNc1ccnc2cc(Cl)ccc12,85,75,87,112,124,117,93,98
COc1cc2c(c(OC)c1OC)CCC(c1cccc(C(=O)Nc3ccc([N+](=O)[O-])cc3)c1)O2 (stereo unspecified),56,41,27,84,72,42,57,78
Cc1cc([N+](=O)[O-])ccc1NC(=O)OC(C)C,117,100,x,101,110,105,123,123
CC1=C2C(=C[C@@](C)(COS(N)(=O)=O)[C@@H]2O)C(=O)[C@](C)(O)C12CC2,63,81,59,41,61,74,15,54
COc1cc(C=C2C(=O)N(C)C(=O)N(C)C2=O)cc(CN2CCCC2)c1O,109,100,96,101,102,102,106,x
Cc1ccccc1NS(=O)(=O)c1ccccc1,118,109,104,110,136,112,113,96
NC(=O)SCC(=O)Nc1cccc2ccccc12,119,117,91,113,95,104,115,142
CCOC(=O)C1=C(N)Oc2c(sc3c(F)cccc23)C1c1ccc([N+](=O)[O-])cc1 (stereo unspecified),108,84,83,103,78,103,100,106

(cont.)
mol,OVCAR-3,OVCAR-4,PC-3,OVCAR-5,IGROV1,OVCAR-8,DU-145,SK-OV-3
N#CC(CCCN1CCCCC1)(c1ccccc1)c1ccccc1,105,99,98,98,112,100,106,113
Clc1ccc(-c2cnc3nonc3n2)s1,23,90,52,92,71,67,90,98
O=C(c1cccs1)c1ccccc1Cc1cccs1,112,107,98,90,106,111,103,98
CN(CCO)Cc1ccc(Cl)cc1,109,103,94,98,109,98,109,102
COc1nc2c(c(=O)n1C)CN(c1ccccc1)C(=O)C(C)N2 (stereo unspecified),112,92,x,93,106,93,114,107
O=C1C=CC2C=CC1C=C2,105,108,99,x,107,100,107,103
COc1ccc(CCN2C(=O)/C(=C/c3ccc(C4Oc5ccccc5C5CC(c6ccc(Cl)cc6)=NN54)cc3)SC2=S)cc1 (stereo unspecified),107,91,x,95,86,100,103,89
CNc1nc2c(s1)C(c1ccc(OC)cc1)CC(=O)N2 (stereo unspecified),101,92,98,103,96,101,95,91
CCOC(=O)/C(C#N)=C\c1ccc(N(C)C)cc1,x,104,109,106,102,106,107,109
CC1([N+](=O)[O-])COC(c2ccccc2)OC1 (stereo unspecified),115,112,98,104,100,110,111,100

(listing goes on)
mol,OVCAR-3,OVCAR-4,PC-3,OVCAR-5,IGROV1,OVCAR-8,DU-145,SK-OV-3
O=C(CSc1nc2ccccc2c(=O)[nH]1)Nc1ccc(C(=O)O)cc1,73,103,98,98,97,99,104,80
O=C(O)c1cc(-c2ccc(Cl)cc2)nc2c(Cl)cccc12,94,102,79,98,63,103,106,88
O=C(Cn1cc(-c2ccccc2)nn1)Nc1nc(-c2ccc(F)cc2)cs1,120,90,99,111,108,98,108,88
COc1cccc(CC(C)=C(c2ccc(OCCCN(C)C)cc2)c2ccc(OCCCN(C)C)cc2)c1,-90*,-22*,-89*,-86*,-83*,-79*,-94*,-89*
O=C(NNC(=S)Nc1ccccc1)c1ccc2nc(-c3ccc([N+](=O)[O-])cc3)[nH]c2c1,109,110,105,103,96,104,108,107
O=C(c1ccc(O)cc1)C1[C@H](c2ccc(Br)cc2)[C@@H](c2ccccc2)NC12C(=O)Nc1ccccc12 (stereo partly specified),15,34,32,59,26,32,49,77
C=C1C(=O)O[C@H]2[C@H]1CC/C(COC(=O)CCCCC(=O)OC/C1=C/CC[C@@]3(C)O[C@H]3[C@H]3OC(=O)C(=C)[C@@H]3CC1)=C\CC[C@@]1(C)O[C@@H]21,19,82,69,115,39,50,56,86
CNc1nc(NC2CCCC2)nc(Sc2ccc(OC)cc2)n1,-25*[100 µM],37[100 µM],-7.6*[100 µM],59[100 µM],46[100 µM],20[100 µM],27[100 µM],75[100 µM]
O=C1c2cccc3c(-c4ccc(Cl)cc4)ccc(c23)C(=O)N1c1nc2ccccc2s1,98,104,88,90,83,102,112,102
Cc1cccc(NC(=S)NCCc2ccccn2)c1,106,113,100,96,116,100,113,119

Following part.
mol,OVCAR-3,OVCAR-4,PC-3,OVCAR-5,IGROV1,OVCAR-8,DU-145,SK-OV-3
Nc1nc(SCc2ccccc2)c2ncn(C3OC(CO)C(O)C3O)c2n1 (stereo unspecified),108,113,100,104,113,101,103,110
Cc1c(C(C)(C)C)cc(C(C)(C)C)c2c1CN(C)CO2,102,105,110,110,114,105,112,102
CNC(=O)c1cc(Oc2ccc3nc(NC(=O)c4ccc5ncccc5c4)sc3c2)ccn1,99,87,93,106,93,100,105,x
COc1ccc(C(=O)/C=C/c2cc(-c3cc(OC)c(OC)c(OC)c3)n[nH]2)cc1F,117,105,91,91,123,101,113,121
Cc1ccc(C(C)C)c(O)c1NC(=O)OC(C)C,104,x,85,x,x,96,107,106
CCCOc1ccc(N2CCN(c3ncnc4c3ncn4Cc3ccc(I)cc3)CC2)cc1,44,30,54,94,73,53,69,82
O=C(Nc1ccc(N2CCNCC2)cc1)c1[nH]ncc1Nc1cc(C2CC2)ncn1,44,62,30,99,33,81,71,10
